High-throughput results (PubChem BioAssay)
bIAP act: intestinal alkaline phosphatase (bovine) activation. purified bovine IAP, CDP-star luminescence, 30 min; hits give high values; fold of DMSO-control signal, blank-subtracted. activation factor at 20 µM. 0.17% of 200,000 active. AID 1016;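 active = activation factor of 2 or more at 20 µM, a signal rise over negative controls twice the positive control's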
PPARg SRC-2 ag: agonists of SRC-2 recruitment by human PPARgamma | P37231 | PPARgamma LBD-SRC-2 recruitment, biochemical | activation, % at 8 µM | 0.34% of 200,000 active | AID 1032; in the data active = activation above about 22%;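 note: 0% = vehicle and 100% = reference agonist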
Target sequence (P37231 whole entry, looked up, the tested form may be a part): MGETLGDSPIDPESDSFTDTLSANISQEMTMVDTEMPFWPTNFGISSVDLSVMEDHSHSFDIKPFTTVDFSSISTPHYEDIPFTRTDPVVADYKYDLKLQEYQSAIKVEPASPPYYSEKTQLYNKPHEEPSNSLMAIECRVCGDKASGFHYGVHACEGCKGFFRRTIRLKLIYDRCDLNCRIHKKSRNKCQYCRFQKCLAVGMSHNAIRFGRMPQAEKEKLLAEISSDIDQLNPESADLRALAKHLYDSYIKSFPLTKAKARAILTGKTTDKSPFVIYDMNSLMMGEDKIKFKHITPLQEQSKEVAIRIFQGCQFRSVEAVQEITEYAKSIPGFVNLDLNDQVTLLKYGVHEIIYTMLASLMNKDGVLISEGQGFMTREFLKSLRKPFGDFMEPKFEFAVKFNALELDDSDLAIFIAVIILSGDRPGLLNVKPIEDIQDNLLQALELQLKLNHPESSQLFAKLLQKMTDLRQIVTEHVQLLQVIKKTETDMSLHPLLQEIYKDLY
HMGR II inh: inhibitors of class II HMG-CoA reductase from Enterococcus faecalis. purified E. faecalis HMGR, NADPH absorbance 340 nm kinetic. inhibition, % at 10 µM. 0.41% of 190,000 active. AID 1066;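 active = inhibition above a set limit, the median over all tested compounds plus 3 SD, cut at about 9.5% in these data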;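 note: enzyme runs in reverse so mevalonate oxidation gives rising NADPH absorbance; 0% = complete reaction with DMSO and 100% = background rate lacking mevalonate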
TNAP inh hi DEA: blocks human TNAP under high phosphate acceptor concentration; purified TNAP, CDP-star luminescence, 1 M DEA; inhibition, % at 20 µM; 0.03% of 200,000 active;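 active = over 50% inhibition of tissue-nonspecific alkaline phosphatase at 20 µM in the single-dose screen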;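 note: plate controls were DMSO wells for no effect and EDTA-quenched wells as full inhibition for full effect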
Target sequence (P05186 whole entry, looked up): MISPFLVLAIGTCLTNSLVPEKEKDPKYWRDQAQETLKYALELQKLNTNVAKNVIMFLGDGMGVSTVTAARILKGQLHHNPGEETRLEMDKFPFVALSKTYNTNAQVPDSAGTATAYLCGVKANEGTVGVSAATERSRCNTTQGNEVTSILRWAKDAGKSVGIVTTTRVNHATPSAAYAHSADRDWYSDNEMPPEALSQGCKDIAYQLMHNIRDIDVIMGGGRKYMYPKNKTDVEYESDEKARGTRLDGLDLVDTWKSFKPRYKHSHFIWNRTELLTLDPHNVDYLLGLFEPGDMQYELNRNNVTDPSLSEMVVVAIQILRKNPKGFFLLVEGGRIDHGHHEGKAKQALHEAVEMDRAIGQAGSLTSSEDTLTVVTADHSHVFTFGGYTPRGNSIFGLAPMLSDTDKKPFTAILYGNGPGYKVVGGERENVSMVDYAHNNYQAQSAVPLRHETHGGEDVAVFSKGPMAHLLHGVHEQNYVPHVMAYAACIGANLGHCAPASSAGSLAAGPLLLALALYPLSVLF
PPARg SRC1 recr: promotes SRC-1 coactivator recruitment by human PPARgamma. P37231. PPARgamma-SRC-1 coactivator recruitment biochemical assay. activation, % at 8 µM. 0.41% of 200,000 active; in the data active = activation above about 19%;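 note: 0% = DMSO and 100% = reference agonist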
SRC2 TRFRET art: flags TR-FRET format artefacts in PPARgamma SRC-2 recruitment agonist screen; TR-FRET artefact counter-screen; hits give high values; TR-FRET ratio at 8 µM; 0.4% of 200,000 active; AID 1049; in the data active = TR-FRET ratio above about 2000; note: inactives centre near 1500
TNAP inh noacc: inhibitors of human TNAP without phosphate acceptor; purified TNAP, CDP-star luminescence, 30 min; inhibition, % at 20 µM; 0.26% of 200,000 active;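 active = tissue-nonspecific alkaline phosphatase inhibition above about 50% at 20 µM in the single-dose screen, limit read from the data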;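 note: 0% = DMSO negative control and 100% = EDTA positive control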
bIAP inhibitor: blocks bovine intestinal alkaline phosphatase activity; purified bovine IAP, CDP-star luminescence, 30 min; inhibition, % at 20 µM; 190,000 tested, under 10 active; AID 1019;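 active = over 50% inhibition of intestinal alkaline phosphatase at 20 µM in the single-dose screen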
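System: Purified bovine intestinal alkaline phosphatase (IAP) enzyme | Input: IAP diluted 1/65,000,000 in the well | Also added: CDP-star chemiluminescent phosphatase substrate, 30 µM final | Dosing: 20 µM single dose | Times: Enzyme reaction for 30 min at room temperature | Detection: Luminescence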
TNAP act hiacc: activators of human TNAP at high phosphate acceptor concentration; P05186; purified TNAP, CDP-star luminescence, 1 M DEA, 30 min; hits give high values; 0 = EDTA background, 1 = DMSO-only activity; activation factor at 20 µM; 200,000 tested, under 10 active; AID 1136;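 active = activation factor at least 2 at 20 µM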
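Dosing: 20 µM single point. System: human TNAP. Amount: TNAP 1/800 final. Incubation: 30 min, room temperature. Read-out: TNAP activation factor scaled between EDTA and DMSO control wells. Signal: luminescence from CDP-star hydrolysis. Medium: 1 M DEA, pH 9.8, Mg2+, Zn2+. Control set: EDTA negative control, DMSO positive control.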
PPARg SRC-3 ag: PPARgamma-driven SRC-3 recruitment agonism. P37231. 0.26% of 200,000 active. AID 731. activation, % at 8 µM. biochemical PPARgamma/SRC-3 coactivator recruitment assay; in the data active = activation above about 23%;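 note: 0% = DMSO and 100% = reference agonist; some compounds past the cut are filed as inactive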
Starred values were filed as active, the others as inactive; . = not tested or not shown. Compounds were not picked by outcome; about 1.6% have a hit in one of these screens.

SMILES	bIAP act	PPARg SRC-2 ag	HMGR II inh	TNAP inh hi DEA	PPARg SRC1 recr	SRC2 TRFRET art	TNAP inh noacc	bIAP inhibitor	TNAP act hiacc	PPARg SRC-3 ag
COc1cccc2c1C(=O)c1ccc3ccccc3c1C2=O	0.9	-3	2	-1	2	1533	-2	14	1	-2
O=C(NCc1ccccc1)NCc1cccs1	0.9	-2	-6	-5	5	1605	-12	6	1	5
O=C(/C=C/c1ccc(S(=O)(=O)NCc2ccco2)cc1)NCc1cccc(Cl)c1	0.9	-4	-1	-1	1	1492	0	5	1	0
CN(Cc1ccccc1)S(=O)(=O)c1ccc(NC(=O)C2CCCO2)cc1 (stereo not drawn)	1	7	3	-2	8	1464	-8	0	1	-5
C=CCn1c(-c2ccccc2)ccc(C#N)c1=O	0.7	11	-3	0	4	1516	-7	32	1	-6
COc1ccc(C(=O)NCC(=O)N/N=C/c2cn[nH]c2-c2ccccc2)cc1	1.4	1	-4	-2	6	1585	11	-39	1	1
Cc1cc2cc(CNS(=O)(=O)c3ccccc3)ccc2n1C	0.9	10	-6	-4	9	1752	5	12	1	15
Cc1nc(NC(=O)/C=C/c2ccccc2)n[nH]1	1	5	-3	1	1	1531	-15	-4	1	2
CC(C)CCOCC(=O)Nc1cccc(C(=O)O)c1	1	9	-2	-8	7	1602	-3	0	1.1	10
O=C(O)c1ccc(NC2=C/C(=N/S(=O)(=O)c3ccccc3)c3ccccc3C2=O)cc1	0.9	4	-1	26	8	1818	32	9	0.7	6
CC(=O)Nc1cccc(NC(=O)CSc2nnc(Cc3cccn3C)n2CCc2ccccc2)c1	1	4	0	-5	0	1629	-11	-4	1	-1
Cn1cc(C(=O)N2CCc3ccccc3C2)c(=O)c2cc(S(=O)(=O)N3CCOCC3)ccc21	1.1	1	1	-4	19	1726	-9	-11	1	4
c1ccc(OCCOc2cccc3cccnc23)cc1	0.9	2	1	2	0	1714	-12	13	1	0
CCNC(=S)NNC(=O)c1c(Cl)c(C)nn1C	0.9	-3	3	-2	-6	1388	-12	12	1	-1
Cc1cc(NC(c2cccnc2)c2c(C)[nH]c3ccccc23)no1 (stereo not drawn)	1	2	-3	-2	2	1655	-12	4	1	-1
CC(C)OC(=O)CC(=O)CSc1nc2c(cc1C#N)CCC2	0.9	0	-2	-6	-4	1482	-6	12	1.1	3
COc1cccc2c1C(=O)O/C2=C/c1ccc2c(c1)OCO2	1	13	-6	-6	7	1583	-9	3	1.1	5
Cn1cnc2c(NCc3ccco3)ncnc21	1	-5	-1	-3	1	1479	-12	2	1	0
CCOC(=O)N1CCN(c2cc(N3CCOCC3)c(F)cc2[N+](=O)[O-])CC1	0.9	3	-3	9	2	1584	5	9	0.9	6
CC(C)C[C@@H]1NC(=O)[C@H](C(C)C)NC(=O)c2cc([N+](=O)[O-])cc(I)c2NCC[C@@H](C(N)=O)NC1=O	1	15	-7	2	4	1554	-4	-1	1	2
Clc1ccc2c(c1)C(N1CCNCC1)=Nc1ccccc1O2	0.9	9	3	-4	12	1506	-9	14	1	0
Cc1cccc(-n2c(N)cc(=O)[nH]c2=S)c1C	0.9	2	-3	1	-4	1486	2	12	1	0
COc1cccc(OC)c1C(=O)Nc1cccc(-c2nc3ccccc3[nH]2)c1	1.4	-1	-2	-8	-3	1469	-22	-39	1.1	2
CC(C)Oc1ccc(C(=O)Nc2ccc(N(C)C)cc2)cc1	0.9	6	-6	-5	13	1636	-19	15	1.1	6
Cn1c2c(c(=O)n(C)c1=O)CN(CCc1ccccc1)CN2	0.9	4	-7	-3	2	1522	-5	9	1	1

Single values from above:
PPARg SRC-2 ag, CC(C)Oc1ccc(C(=O)Nc2ccc(N(C)C)cc2)cc1 stands at 6
PPARg SRC-2 ag, CC(C)C[C@@H]1NC(=O)[C@H](C(C)C)NC(=O)c2cc([N+](=O)[O-])cc(I)c2NCC[C@@H](C(N)=O)NC1=O stands at 15

The list goes on.
SMILES	bIAP act	PPARg SRC-2 ag	HMGR II inh	TNAP inh hi DEA	PPARg SRC1 recr	SRC2 TRFRET art	TNAP inh noacc	bIAP inhibitor	TNAP act hiacc	PPARg SRC-3 ag
Cc1ccc(N2C(N)=C(C#N)C(c3cc(CN4CCOCC4)cs3)C3=C2CC(C)(C)CC3=O)cc1 (stereo not drawn)	1	3	-2	2	2	1409	-1	3	1	1
CCc1cc(OCCCCNCc2ccccc2)ccc1Cl	0.8	-11	-1	-8	2	1431	-34	23	1.1	-1
COc1ccccc1OCc1nc(C#N)c(NCCCn2ccnc2)o1	1	1	-4	0	3	1513	0	-3	1	3
Cc1cccc(C(=O)Oc2ccccc2/C=N/NC(=O)c2ccc(NC(=O)C(C)(C)C)cc2)c1	0.6	9	-6	3	1	1743	-17	39	1	2
O=C(CCCN1C(=O)c2ccccc2C1=O)NCCC1=CCCCC1	1	8	-5	-2	1	1523	-3	4	1	0
Fc1ccc(-n2c(-c3ccc4ccccc4n3)n[nH]c2=S)cc1	0.9	2	5	0	-2	1506	2	11	1	0
O=C(CN1C(=O)NC2(CCCCCC2)C1=O)NC1CCCCCCC1	0.9	2	5	-6	5	1675	-34	11	1.1	5
O=c1c([N+](=O)[O-])c(N2CCOCC2)c2ccccc2n1-c1ccccc1	1	6	-1	-1	0	1505	-7	-2	1	-4
CCOC(=O)c1c(C)nc2c(c(SC)nn2-c2ccccc2)c1N	0.9	9	-1	-7	2	1610	5	10	1.1	2
O=C(N1CCCC1)C12CC3CC(C1)CC(C(=O)N1CCCC1)(C3)C2	1.1	1	-1	-3	3	1553	-8	-9	1	-1
COc1ccc(OCC(=O)N2CCN(S(=O)(=O)c3ccc(Cl)cc3)CC2)cc1	0.9	4	-3	-4	2	1508	-1	10	1	1
N#CCCN(CCC#N)c1nnc(-c2ccccc2)s1	1	9	0	-5	6	1617	-16	0	1.1	14
N#Cc1nc(Cc2cccc3ccccc23)oc1NCCN1CCOCC1	1	-5	-2	1	1	1426	-9	-2	1	-10
CCCn1cc(C(CC(=O)O)C(=O)O)c2ccccc21 (stereo not drawn)	0.9	-3	-3	-1	1	1523	-9	5	1	-9
Cc1cc2nnc(SCC(=O)N3CCCCC3)n2c(N)n1	1.2	0	-1	-2	-6	1654	-2	-24	1	1
CCOC(=O)C1CCN(C(=O)c2ccc(CNS(=O)(=O)c3ccc(OC)cc3)cc2)CC1	1	9	1	-4	4	1598	-14	2	1	0
CCSc1nc(C)cc(C)c1S(=O)(=O)c1ccccc1C	0.3	-3	1	0	-7	1331	7	.	1	-19
O=C(CSc1ncn[nH]1)c1ccccc1	1.3	-6	-7	-5	-4	1443	-5	-35	1.1	-10
O=C(O)c1cc(-c2ccc(/C=N/N3C(=O)C4C5C=CC(C6CC56)C4C3=O)o2)ccc1Cl (stereo not drawn)	1.2	4	2	-2	-4	1409	-8	-15	1	-6
Cc1ccccc1-n1c(-c2cccnc2)n[nH]c1=S	0.9	-2	-1	-2	5	1654	-4	8	1	4
CC1/C(=C\c2ccc(Cl)cc2)C(=O)C2CC1C2(C)C (stereo not drawn)	0.7	7	1	-1	4	1378	-6	31	1	-5
COc1ccc(C(=O)NCC2CCCO2)cc1 (stereo not drawn)	0.9	4	1	-4	0	1327	6	10	1	-2
Cc1cc(/C=N/n2cnnc2)c(C)n1-c1cccc(Cl)c1	1	10	-6	-1	-4	1500	-4	-3	1	1
CC(Oc1ccc(Br)cc1)c1nc2c3ccccc3nc(=S)n2[nH]1 (stereo not drawn)	1.2	1	-3	-1	-4	1482	-5	-22	1	0
Cc1[nH]nc2c1C(C1CC=CCC1)C(C#N)=C(N)O2 (stereo not drawn)	0.9	7	3	2	-2	1712	72*	7	1	1

3 compounds picked at random from those above, as already listed:
SMILES	bIAP act	PPARg SRC-2 ag	HMGR II inh	TNAP inh hi DEA	PPARg SRC1 recr	SRC2 TRFRET art	TNAP inh noacc	bIAP inhibitor	TNAP act hiacc	PPARg SRC-3 ag
CCOC(=O)c1c(C)nc2c(c(SC)nn2-c2ccccc2)c1N	0.9	9	-1	-7	2	1610	5	10	1.1	2
CCc1cc(OCCCCNCc2ccccc2)ccc1Cl	0.8	-11	-1	-8	2	1431	-34	23	1.1	-1
O=C(CCCN1C(=O)c2ccccc2C1=O)NCCC1=CCCCC1	1	8	-5	-2	1	1523	-3	4	1	0

(next part)
SMILES	bIAP act	PPARg SRC-2 ag	HMGR II inh	TNAP inh hi DEA	PPARg SRC1 recr	SRC2 TRFRET art	TNAP inh noacc	bIAP inhibitor	TNAP act hiacc	PPARg SRC-3 ag
C=CCN1C(=O)CSc2ccc(C(=O)NCc3cccs3)cc21	1	-2	-1	-6	-4	1364	-8	5	1.1	2
COc1ccc(C(=O)OC(C)CN2CCN(C)CC2)cc1OC (stereo not drawn)	1	-5	-1	-4	1	1598	-9	2	1	-8
COC(Cc1n[nH]c(=S)n1-c1ccc(Cl)cc1)OC	1	17	2	-2	11	1591	0	0	1	8
N#Cc1ccc(OCCOCCNC2CCCC2)cc1	1.3	5	-3	-2	1	1699	-12	-26	1	-1
COc1ccc(-c2cc(=O)c3ccccc3n2C)cc1	0.9	4	-4	-6	-4	1556	-9	12	1.1	6
Cc1nc(NC(=O)c2cccc(Cl)c2)sc1-c1csc(Nc2cccc(Cl)c2)n1	0.8	6	3	-5	6	1494	-11	24	1	2
CCc1nc2c(c(=O)c3ccccc3n2C)c(=O)n1CCc1ccc(OC)cc1	0.8	-4	-3	-2	-6	1612	4	17	1	0
O=C1NN=C(c2ccccc2)CC1c1ccc(Cl)cc1Cl (stereo not drawn)	1	3	4	-2	5	1510	-9	2	1	7
CCCCn1c(=N)n(CC(O)COc2ccccc2)c2ccccc21 (stereo not drawn)	1.1	0	-5	-6	5	1622	-7	-10	1.1	16
COC(=O)c1ccc(S(=O)(=O)c2ccc(C(=O)OC)s2)s1	0.9	-4	0	-5	27*	1294	-10	5	1	-10
CCC1Oc2ccc(C)cc2N(CC(=O)N(Cc2cccnc2)Cc2cccc(F)c2)C1=O (stereo not drawn)	0.8	-2	-1	-3	2	1547	-5	22	1	-3

Part of the list above in order of count of non-hydrogen atoms, rising.
SMILES	bIAP act	PPARg SRC-2 ag	HMGR II inh	TNAP inh hi DEA	PPARg SRC1 recr	SRC2 TRFRET art	TNAP inh noacc	bIAP inhibitor	TNAP act hiacc	PPARg SRC-3 ag
CC(C)OC(=O)CC(=O)CSc1nc2c(cc1C#N)CCC2	0.9	0	-2	-6	-4	1482	-6	12	1.1	3
Fc1ccc(-n2c(-c3ccc4ccccc4n3)n[nH]c2=S)cc1	0.9	2	5	0	-2	1506	2	11	1	0
O=C(N1CCCC1)C12CC3CC(C1)CC(C(=O)N1CCCC1)(C3)C2	1.1	1	-1	-3	3	1553	-8	-9	1	-1
COc1ccccc1OCc1nc(C#N)c(NCCCn2ccnc2)o1	1	1	-4	0	3	1513	0	-3	1	3
O=C(/C=C/c1ccc(S(=O)(=O)NCc2ccco2)cc1)NCc1cccc(Cl)c1	0.9	-4	-1	-1	1	1492	0	5	1	0
O=C(O)c1cc(-c2ccc(/C=N/N3C(=O)C4C5C=CC(C6CC56)C4C3=O)o2)ccc1Cl (stereo not drawn)	1.2	4	2	-2	-4	1409	-8	-15	1	-6
Cc1ccc(N2C(N)=C(C#N)C(c3cc(CN4CCOCC4)cs3)C3=C2CC(C)(C)CC3=O)cc1 (stereo not drawn)	1	3	-2	2	2	1409	-1	3	1	1
